LAP4-GFP MLPCN: yeast TOR pathway LAP4-GFP modulation; S. cerevisiae LAP4-GFP multiplex, flow cytometry GFP, 3 h; median GFP as percent of DMSO wells; GFP response vs DMSO, % at 10 µM; actives 0.34% (n = 320,000);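 active means GFP response vs DMSO above a set limit, about the screen mean plus 3 SD, cut at about 150% in these data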
RPL19A-GFP yeast: alters RPL19A-GFP fluorescence in TOR pathway yeast screen; S. cerevisiae RPL19A-GFP strain, flow cytometry, 3 h; active compounds read low; percent response vs DMSO, % at 10 µM; actives 0.3% (n = 330,000);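 active means percent response vs DMSO below 50%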;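 further: median channel GFP fluorescence of the barcoded RPL19A-GFP strain; ratio of sample median GFP to plate DMSO average so 100% = DMSO; lower means less RPL19A-GFP as with rapamycin TOR inhibition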
CIT2-GFP yeast: yeast TOR pathway CIT2-GFP modulation; actives 0.065% (n = 320,000); S. cerevisiae CIT2-GFP strain, flow cytometry, 3 h; 100 means same as DMSO wells; AID 2029; GFP response vs DMSO, % at 10 µM;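 active means GFP response relative to DMSO above a set limit, near the screen mean plus 3 SD, cut at about 150% in these data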;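 further: ratio of well median GFP fluorescence to mean of DMSO wells on the plate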
GRK2 aptamer HTS: human GRK2 inhibition via aptamer displacement; P25098; bead flow cytometry, FAM-aptamer displacement from GRK2; inhibition of aptamer binding, % at 10 µM; actives 0.59% (n = 330,000); AID 488847;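 active means inhibition of aptamer binding above 40%, roughly 3 SD of noise, on plates passing a quality check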;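 further: median bead fluorescence of bound FAM aptamer so fluorescent compounds give negative values; no value below 0 was filed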
Target sequence (P25098 whole entry, looked up): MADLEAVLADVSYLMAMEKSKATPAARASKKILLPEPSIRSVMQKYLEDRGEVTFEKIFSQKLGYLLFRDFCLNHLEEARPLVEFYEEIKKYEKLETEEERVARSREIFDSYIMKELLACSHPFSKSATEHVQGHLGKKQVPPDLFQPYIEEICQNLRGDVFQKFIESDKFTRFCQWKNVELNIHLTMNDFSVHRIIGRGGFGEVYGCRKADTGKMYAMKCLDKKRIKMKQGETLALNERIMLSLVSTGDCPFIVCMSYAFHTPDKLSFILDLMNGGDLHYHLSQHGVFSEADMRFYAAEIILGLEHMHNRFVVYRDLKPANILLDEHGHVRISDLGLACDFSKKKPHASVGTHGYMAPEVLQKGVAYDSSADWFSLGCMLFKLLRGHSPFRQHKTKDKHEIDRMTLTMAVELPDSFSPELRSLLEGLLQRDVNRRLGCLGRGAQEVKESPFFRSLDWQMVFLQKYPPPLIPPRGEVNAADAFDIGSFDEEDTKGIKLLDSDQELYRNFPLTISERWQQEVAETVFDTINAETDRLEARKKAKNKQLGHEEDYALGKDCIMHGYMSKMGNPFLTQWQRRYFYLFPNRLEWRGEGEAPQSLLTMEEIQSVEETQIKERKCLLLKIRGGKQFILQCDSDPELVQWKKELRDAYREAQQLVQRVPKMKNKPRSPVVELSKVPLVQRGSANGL
AGP1-GFP MLPCN: yeast TOR pathway AGP1-GFP modulation. S. cerevisiae AGP1-GFP multiplex flow cytometry, 3 h; GFP as percent of DMSO wells. GFP response vs DMSO, % at 10 µM. actives 0.02% (n = 320,000). AID 2066;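 active means GFP response relative to DMSO above a set limit, near screen average plus 3 SD, cut at about 150% in these data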;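 further: median GFP channel fluorescence of the gated AGP1 strain per well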
JMJD2C inh: blocks human GASC-1 demethylase activity. Q9H3R0. GST-JMJD2C(1-420) H3K9me3 demethylation, DELFIA europium. inhibition, % at 2.35 µM. actives 0.069% (n = 330,000). AID 2099;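 active means more than half of a compound's replicate wells show inhibition beyond 50%, single wells judged on their own value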;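 further: signal counts dimethyl H3K9 product captured on neutravidin plate; 0% = median of DMSO wells and 100% = 0.3 times that DMSO median; strong numbers were not always called active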
Target sequence (Q9H3R0 1-420 limits assumed): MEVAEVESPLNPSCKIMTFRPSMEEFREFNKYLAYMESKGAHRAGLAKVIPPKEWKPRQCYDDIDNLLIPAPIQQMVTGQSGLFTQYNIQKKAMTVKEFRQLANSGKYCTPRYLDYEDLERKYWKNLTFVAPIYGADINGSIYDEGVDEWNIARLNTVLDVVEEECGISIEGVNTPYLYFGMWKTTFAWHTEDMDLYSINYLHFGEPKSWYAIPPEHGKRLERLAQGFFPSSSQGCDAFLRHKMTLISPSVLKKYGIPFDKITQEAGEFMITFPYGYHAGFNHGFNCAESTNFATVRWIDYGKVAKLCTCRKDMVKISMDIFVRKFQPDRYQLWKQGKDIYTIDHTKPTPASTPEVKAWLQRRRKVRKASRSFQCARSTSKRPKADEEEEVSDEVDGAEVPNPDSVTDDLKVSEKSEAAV
MEP2 TOR yeast: yeast TOR pathway MEP2-GFP modulation. S. cerevisiae MEP2-GFP strain, flow cytometry GFP, 3 h; 100% = DMSO control level. actives 0.51% (n = 330,000). AID 2016. GFP response vs DMSO, % at 10 µM;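 active means GFP response versus DMSO above a set limit, roughly screen mean plus 3 SD, cut at about 180% in these data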;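 further: median GFP fluorescence of the barcode-gated MEP2-GFP cells per well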
VLA-4 inh: inhibition in a human VLA-4 binding assay; inhibition, % (about 7 µM as worked out from the volumes in the protocol); P13612; VLA-4 expressing cells, ligand binding flow cytometry; actives 0.2% (n = 330,000); AID 2557; in the data active means inhibition above about 50%
Active calls of the source: *; · = not tested or not shown.

SMILES	LAP4-GFP MLPCN	RPL19A-GFP yeast	CIT2-GFP yeast	GRK2 aptamer HTS	AGP1-GFP MLPCN	JMJD2C inh	MEP2 TOR yeast	VLA-4 inh
C=CCn1c(=N)n(CC(=O)c2ccc(OC)cc2)c2ccccc21	98	99	90	1	91	3	125	3
O=C1C2C3C=CC(CO)(O3)C2C(=O)N1c1ccc(-c2ccccc2)cc1 (centres undefined)	263*	73	61	3	77	41	84	41
O=C(O)C1CCCN1C(=O)NC1CCCCC1 (centres undefined)	96	105	105	0	101	1	100	-3
Cc1ccc(CN(C(=O)c2ccc([N+](=O)[O-])cc2)C2CCS(=O)(=O)C2)o1 (centres undefined)	95	98	99	2	102	-2	102	-2
NC(=Nc1ccc(Br)cc1)c1ccccc1	87	99	102	0	95	-17	98	8
COc1ccc(CCC(=O)OCC(=O)Nc2sccc2C(N)=O)cc1	101	98	99	0	103	-3	104	11
Cc1ccccc1NS(=O)(=O)c1ccc(OCC(=O)NCc2ccccn2)cc1	101	100	102	0	107	-11	102	-5
CCC(C)c1ccc(S(=O)(=O)N2CCN(CC(O)CN3CCOCC3)CC2)cc1 (centres undefined)	93	91	94	0	94	-6	98	-2
O=C(NCC1CCCO1)c1cc2ccccc2nc1Cl (centres undefined)	92	102	104	0	85	4	105	13
Fc1ccc(-c2nnc(SCc3cccnc3)o2)cc1	102	95	100	4	94	-24	107	0
CCN1CCN(C(=O)NC2CCCCC2)CC1	83	107	118	0	110	1	99	-2
Cn1ncc(Cl)c1C(=O)N1CCCc2ccccc21	76	·	83	0	86	-8	94	-3
CCC(=O)N1CCc2cc(S(=O)(=O)CCC(=O)Nc3ccc(C)c(F)c3)ccc21	101	101	100	0	111	-10	109	22
O=C(NCc1ccco1)C(Cc1ccccc1)NS(=O)(=O)c1cccc2nsnc12 (centres undefined)	95	98	92	1	98	11	102	-5
CC(=O)Nc1ccc(C(=S)NCCCO)cc1	96	100	99	1	98	11	92	1
Cc1cccc(C)c1NC(=O)C1CSC2(C)CCC(=O)N12 (centres undefined)	104	96	99	0	106	5	99	-1
Cc1n[nH]c(=O)n1-c1ccc(OC(F)(F)F)cc1	106	98	108	1	102	5	105	14
COc1ccccc1NC(=O)CSc1ccc(-c2ccc(-n3cccn3)cc2)nn1	120	91	93	0	106	9	101	-4
COc1ccc(N(C(C)C(=O)N/N=C(\C)C(C)(C)C)S(C)(=O)=O)cc1 (centres undefined)	104	103	100	0	102	2	102	3
COc1ccc(CCNCC(=O)Nc2c(C)cc(C)cc2C)cc1OC	91	92	97	0	96	0	94	7
Cc1ccc(OCC(=O)Nc2ccc(O)c(-c3nc4ccccc4o3)c2)cc1	107	106	112	0	106	9	103	-6
Cc1c2cnn(CC(=O)NCCCN3CCCCC3C)c(=O)c2c(C)n1Cc1ccccc1 (centres undefined)	117	106	107	0	101	21	103	-14
Cc1cc(C)c2c(SC(C)C)nc(N)nc2n1	99	101	97	0	94	-14	109	3
CC(=O)n1c2c(c3ccccc31)OC(N)=C(C#N)C2c1ccc(C(C)C)cc1 (centres undefined)	96	96	91	0	93	·	97	5
COc1ccc(Br)cc1C1N2CC3(C)CN1CC(C)(C2)C3=O (centres undefined)	96	96	96	0	98	-12	103	7
CCN(CC)S(=O)(=O)c1ccc(N/N=C/c2ccccc2OCC(=O)O)c([N+](=O)[O-])c1	102	102	121	3	117	10	107	13
Fc1ccccc1N1CCN(CCCc2ccccc2)CC1	92	101	98	0	98	21	108	16
O=C(OCCCN1CCCC1)C1(c2ccccc2)CCCC1	103	101	99	0	101	8	108	2
CC(C)C[C@H]1COCCS(=O)(=O)N1Cc1ccc(Cl)c(Cl)c1	106	101	96	1	90	-4	92	-2
O=C(C1CCCN1S(=O)(=O)c1cccc2nsnc12)N1CCCCCC1 (centres undefined)	107	100	104	0	106	-5	104	1
Cc1cccc(C)c1NC(=O)CSc1nnc(-c2cnccn2)n1C	94	100	100	0	97	5	107	10
CC#CC(=O)N1CCCC(Cc2cccc(OC)c2)(C(=O)OCC)C1 (centres undefined)	95	105	102	2	99	11	110	4
COc1ccc(NS(=O)(=O)c2cc(C(=O)N3CCCCCC3)ccc2C)cc1	106	100	96	8	103	1	108	39
COc1ccccc1CCNC(=O)C(=O)NCCC1CCCCN1S(=O)(=O)c1ccccc1 (centres undefined)	105	102	105	0	113	-9	104	-2
COc1ccc(/C=N/OCC(=O)N2CCCC2)c(OC)c1	111	100	102	0	107	8	107	10
Cc1ccc(-n2nnc3c(=O)n(CC(=O)N4CCC(C)CC4)cnc32)cc1	85	95	100	4	89	1	100	10
Cc1c(Nc2nc3ccccc3nc2NS(=O)(=O)c2ccccc2)c(=O)n(-c2ccccc2)n1C	96	98	99	4	96	6	97	0
O=C(COc1ccc(F)cc1F)Nc1cccnc1	91	98	97	0	96	-8	93	13
Cc1cccc(-n2ccnc2CN2CCN(C(C)C)C(CCO)C2)c1 (centres undefined)	95	97	104	1	98	7	98	0
O=C(Cc1ccccc1)Nc1ccc2oc(-c3cccnc3)nc2c1	97	100	84	4	97	27	102	-11
O=C(CN1CCc2ccccc2C1)N1CCN(S(=O)(=O)c2ccccc2)CC1	97	101	109	3	103	11	104	0
O=C(NC(=S)Nc1ccccc1)c1ccc(-c2ccccc2)cc1	97	97	99	0	94	-2	100	4
COc1cccc(N/C=C(\C#N)c2ccc(OCCCF)cc2)c1	106	105	104	0	105	87	108	2
O=C(C1=C(O)C(=O)N(Cc2ccccc2)C1c1ccncc1)c1ccco1 (centres undefined)	115	110	100	2	111	-2	107	-2
COc1cccc2cc(C(=O)C3=C(O)C(=O)N(CCN4CCOCC4)C3c3cccs3)oc12 (centres undefined)	118	100	100	1	101	9	99	3
N#CCCC1CCCC=C1N(Cc1ccccc1)C(=O)C(Cl)Cl (centres undefined)	·	98	·	1	·	0	96	-2
O=C(CN1CCOCC1)Nc1c2c(nc3c1CCC3)CCC2	97	94	96	6	94	9	101	34
CCCS(=O)(=O)N1CCCC(C(=O)NCCCN(CC)c2cccc(C)c2)C1 (centres undefined)	100	100	106	0	102	3	101	2
COc1ccc(N2CCN(C(CNC(=O)C(=O)NCCCO)c3ccco3)CC2)cc1 (centres undefined)	107	99	99	3	105	2	97	5
N#CN1CCC(NS(=O)(=O)c2ccc(C(F)(F)F)cc2)CC1	112	98	108	0	100	·	104	-3

Retrieved by compound from the entries so far (6):
SMILES	LAP4-GFP MLPCN	RPL19A-GFP yeast	CIT2-GFP yeast	GRK2 aptamer HTS	AGP1-GFP MLPCN	JMJD2C inh	MEP2 TOR yeast	VLA-4 inh
CCCS(=O)(=O)N1CCCC(C(=O)NCCCN(CC)c2cccc(C)c2)C1 (centres undefined)	100	100	106	0	102	3	101	2
COc1ccc(N2CCN(C(CNC(=O)C(=O)NCCCO)c3ccco3)CC2)cc1 (centres undefined)	107	99	99	3	105	2	97	5
O=C(CN1CCc2ccccc2C1)N1CCN(S(=O)(=O)c2ccccc2)CC1	97	101	109	3	103	11	104	0
O=C(C1=C(O)C(=O)N(Cc2ccccc2)C1c1ccncc1)c1ccco1 (centres undefined)	115	110	100	2	111	-2	107	-2
N#CCCC1CCCC=C1N(Cc1ccccc1)C(=O)C(Cl)Cl (centres undefined)	·	98	·	1	·	0	96	-2
COc1cccc2cc(C(=O)C3=C(O)C(=O)N(CCN4CCOCC4)C3c3cccs3)oc12 (centres undefined)	118	100	100	1	101	9	99	3

A run of entries from further up, for reference:
SMILES	LAP4-GFP MLPCN	RPL19A-GFP yeast	CIT2-GFP yeast	GRK2 aptamer HTS	AGP1-GFP MLPCN	JMJD2C inh	MEP2 TOR yeast	VLA-4 inh
N#CCCC1CCCC=C1N(Cc1ccccc1)C(=O)C(Cl)Cl (centres undefined)	·	98	·	1	·	0	96	-2
O=C(CN1CCOCC1)Nc1c2c(nc3c1CCC3)CCC2	97	94	96	6	94	9	101	34

New compounds follow:
SMILES	LAP4-GFP MLPCN	RPL19A-GFP yeast	CIT2-GFP yeast	GRK2 aptamer HTS	AGP1-GFP MLPCN	JMJD2C inh	MEP2 TOR yeast	VLA-4 inh
Clc1ccc(/C=N/Nc2nnc(Cl)c3ccccc23)cc1	99	99	102	0	101	-4	96	8
COc1cc(NC(=O)Cn2cnc(S(=O)(=O)N3CCOCC3)c2)cc(OC)c1OC	88	91	94	6	89	2	89	-2
O=C(CN(C1CCCCC1)S(=O)(=O)c1ccccc1)NCc1cccnc1	107	99	109	3	103	-7	113	-1
COc1ccc(NC(=S)NNC(=O)c2cccs2)cc1	100	108	105	3	107	2	115	5
CCC(=Nc1ccc(N)cc1)C1=C(O)C(C(=O)OC)C(C)(C)CC1=O (centres undefined)	101	101	97	0	97	-5	100	4
Cc1c(NC(=O)C(C)Sc2ccccc2)c(=O)n(-c2ccccc2)n1C (centres undefined)	95	·	104	0	101	-24	99	-3
Cc1cccc(C(=O)NCCCN2CCCC2=O)c1	94	100	98	0	99	-7	94	5
Nc1nc(NCCOCCO)nc(N2CCCCCC2)c1[N+](=O)[O-]	105	99	78	2	62	2	120	27
CCOc1cc(NC(=O)c2ccccn2)c(OCC)cc1NC(=O)c1cccc(C)c1	88	101	105	1	102	-1	105	6
C/C(=N\Nc1nccnc1Cl)c1c(F)c(F)c(F)c(F)c1F	95	103	95	0	104	-1	106	0
COCC(=O)NCc1nc2ccccc2n1Cc1ccccc1F	101	100	101	6	102	63	101	5
O=C1c2cccc(OCC(=O)N3CCCc4ccccc43)c2CCN1Cc1cccnc1	97	99	93	2	102	-13	93	1
O=C(CCc1ccccc1)N/N=C\C1CC=CCC1 (centres undefined)	108	98	99	3	102	11	105	6
CN(/N=C/c1ccc2c(c1)OCO2)c1ccccc1	106	101	89	4	89	0	100	1
Cc1ccc(/C=C2\CCC(C3CCCC3)C2=O)cc1 (centres undefined)	96	99	100	1	99	2	108	17
CC(C)c1cc(=O)[nH]c(N2CCN(Cc3ccc4c(c3)OCO4)CC2)n1	95	105	104	1	104	2	107	9
Cc1[nH]c2ccccc2c1C(O)CN1CCC2(CC1)OCCO2 (centres undefined)	102	101	101	0	103	4	102	-1
O=C(COc1ccc(F)cc1Cl)Nc1ccc(S(=O)(=O)Nc2nccs2)cc1	103	106	110	3	110	1	103	2
CCOC(=O)c1cccc(P(=O)(C(C)(C)C)C(C)(C)C)c1	90	104	112	0	102	2	99	7
Cc1ccccc1-c1nnc(SCC(=O)NCc2ccc3c(c2)OCO3)n1C	108	106	113	0	110	-6	111	-13
CCOC(=O)C1CCCN(C/C=C/c2ccccc2[N+](=O)[O-])C1 (centres undefined)	105	106	107	1	104	6	119	26
Cc1ccc(C)c(N(C)S(=O)(=O)c2ccc3c(c2)oc(=O)n3C)c1	99	100	95	2	96	0	93	9
CC(C)(C)S(=O)(=O)c1cnc2c(-c3ccc(F)cc3)cnn2c1N	84	87	93	0	91	10	92	2
CCC1=C(OC(=O)N(CC)CC)N2C(=O)OC(=NCCc3c[nH]c4ccccc34)[C@]2(C)[C@H]2C1=CC[C@H]1C(=O)NC(=O)[C@H]12	94	92	92	0	98	4	100	-1
O=C1c2ccccc2NC2CCCCC12 (centres undefined)	99	101	102	0	106	-7	104	2
Cc1ccc(C(=O)Nc2ncn[nH]2)cc1	93	99	105	1	92	8	108	3
Cc1onc(-c2ccccc2Cl)c1C(=O)c1ccccc1	113	99	94	0	110	7	106	4
Cc1ccc(Nc2c(-c3ccc(N4CCOCC4)cc3)nc3cnccn23)cc1	103	101	105	0	102	3	108	-4
CO/C([O-])=N/c1c[n+](-c2ccc(C)cc2)no1	97	98	97	1	95	2	96	2
O=C(/C=C/c1ccc(O)c(O)c1)c1ccc(S(=O)(=O)N2CCCCCC2)cc1	94	97	97	0	100	-4	101	-15
CN1CCc2nc3ccccc3c(C(=O)OCC(=O)N(CCC#N)c3ccccc3)c2C1	96	98	94	0	34	7	102	-11
NC(=O)c1nc(-c2ccccc2)c(-c2ccccc2)[nH]c1=O	119	95	93	2	100	13	97	32
Cn1c(=O)c2c(SCC(=O)N3CCCC3)nc(CC(C)(C)C)nc2n(C)c1=O	90	102	90	1	95	1	96	4
